Pol beta inh: inhibitors of human DNA polymerase beta. Pol beta primer extension/strand displacement, fluorescence kinetic. Potency, µM (highest dose often 114 µM), for inactives: at the highest dose activity change, negative = inhibition, hits mostly inhibitors. 340,000 tested, 1.3% active. AID 485314. P06746; note: potency is the fitted concentration of half-maximal effect; % is set by controls: 0 for no effect and ±100 for the full control effect
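Reaction started by 50 nM substrate onto compound-treated Pol beta (10 nM, 15 min preincubation, room temperature); plates read at 0 min and 10 min. Normalized concentration-effect data fitted by four-parameter Hill equation.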
APE1 inh: blocks human APE1 abasic DNA cleavage; recombinant APE1, TAMRA/BHQ-2 abasic DNA cleavage fluorescence; Potency, µM (highest dose often 65.8 µM), without a hit: at the highest dose activity change, negative = inhibition, most hits filed as inhibitors; 350,000 tested, 0.35% active;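 note: potency is the fitted concentration of half-maximal effect; plate controls were vehicle for no effect and reference inhibitor for full effect; nearly all actives have a fitted effect of over 55% in size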
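Enzyme (0.75 nM final) and test compound are incubated 15 min at room temperature before adding 50 nM quenched THF abasic-site duplex. Cleavage dequenches TAMRA, followed at 525/598 nm over three reads one minute apart.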
ALOX12 inh: blocks human arachidonate 12S-lipoxygenase; P18054; purified 12hLO, xylenol orange hydroperoxide absorbance; Potency, µM (series often up to 108 µM), for inactives: top-dose activity change, negative = inhibition, hits mostly inhibitors; 580,000 tested, 1.1% active; note: potency is the fitted concentration of half-maximal effect; % is set by controls: 0 for no effect and ±100 for the full control effect
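Purified human 12hLO at 150 nM in 25 mM Hepes, 0.01% Triton X-100, pH 7.0, preincubated 15 min at room temperature with compound. Reaction started with 40 uM arachidonic acid, 30 min at room temperature. Hydroperoxide measured by Fe-xylenol orange, 573/405 nm absorbance ratio.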
ERG-DNA inh: blocks human ERG Ets domain binding to DNA | fluorescence polarization, His-ERG Ets domain / labelled DNA | Potency, µM (series often up to 76.9 µM), inactives show top-dose FP activity, negative = inhibition, most hits filed as inhibitors | P11308 | 370,000 tested, 0.028% active; active = well fitted inhibition curve with a large enough effect in the polarisation, with a control signal flat; inconclusive = small, poorly fitted or top-dose-only effect, or effect the other way, or a change in a side signal; inactive = no such curve, though single readings can be large or run the other way; the % refers to the polarisation;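 note: polarization taken with two DNA probes labelled with fluorescein and Texas red; potency is the fitted concentration of half-maximal effect; % of control where 0% means no effect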
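His-tagged ERG Ets domain (1 uM in the protein solution; 300mM KCl, 50mM Tris-HCl, 1mM EDTA, 1mM DTT, pH 7.5) received compound, then a probe mix of 5 nM fluorescein-DNA and 100nM Texas-615-DNA. Fluorescence polarization was read for both dyes.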
LDHA block: blocks human lactate dehydrogenase A. P00338. purified LDHA, NADH/diaphorase-resazurin fluorescence; active compounds read low. activity change, % (values are at about 110 or 230 µM). 480,000 tested, 0.15% active; in the data active = activity change below about -30%; inconclusive = mostly about -25% to -30%;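 note: plate controls were DMSO wells for no effect and wells without enzyme for full effect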
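Enzyme activity of human lactate dehydrogenase 5 (2 nM; 0.06 mM NADH, 0.2 mM pyruvate, 5 min, RT) is measured via a resazurin/diaphorase fluorescence readout of residual NADH.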
RGS4 inhibitor: inhibitors of human regulator of G protein signaling 4. P49798. Transcreener GDP fluorescence polarization, RGS4-accelerated GTP hydrolysis. Potency, µM (doses to about 114 µM), for the others: at the highest dose activity change, negative = inhibition, actives largely listed as inhibitors. 390,000 tested, 0.039% active. AID 504845; note: potency is the fitted concentration of half-maximal effect; % is set by controls: 0 for no effect and ±100 for the full control effect; nearly all actives have a fitted effect of over 75% in size; some results filed as inactive show a strong effect at the top dose
Target sequence (P49798 whole entry, looked up): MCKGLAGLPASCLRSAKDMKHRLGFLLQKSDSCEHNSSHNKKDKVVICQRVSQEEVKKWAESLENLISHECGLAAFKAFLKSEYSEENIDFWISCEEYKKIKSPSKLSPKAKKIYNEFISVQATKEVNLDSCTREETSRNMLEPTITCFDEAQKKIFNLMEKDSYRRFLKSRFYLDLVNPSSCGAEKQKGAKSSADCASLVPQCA
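MLSMR compounds (23 nl, pin-transferred) preincubated 10 min at room temperature with a 500nM (2x) first reagent, then RGS4 at 900nM (2x) plus Transcreener GDP mix added; fluorescence polarization (620/688 nm) read before and after 90 min at 30 °C.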
Apoferritin bind: candidate novel general anesthetic via apoferritin binding. Potency, µM (titrated, usually from 77.5 µM), for inactives: top-dose activity change, negative = displacement, most hits filed as inhibitors. AID 485281. P02791. 350,000 tested, 0.074% active. apoferritin/1-aminoanthracene competitive binding, fluorescence; note: potency is the fitted concentration of half-maximal effect; % is set by controls: 0 for no effect and ±100 for the full control effect; nearly all actives have a fitted effect of over 20% in size
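Concentration-response curves derived by four-parameter Hill fitting of normalized fluorescence, where compounds displaced 1-AMA from 10 uM horse apoferritin following a brief 10 min room-temperature incubation; propofol titration acted as positive control.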
Pol kappa inh: inhibitors of human DNA polymerase kappa; purified Pol kappa, fluorescent DNA synthesis assay, 10 min; Q9UBT6; Potency, µM (doses to about 107 µM), for inactives: at the top dose activity, negative = inhibition, actives largely listed as inhibitors; 400,000 tested, 0.53% active; note: potency is the fitted concentration of half-maximal effect; % is set by controls: 0 for no effect and ±100 for the full control effect
Target sequence (Q9UBT6 whole entry, looked up): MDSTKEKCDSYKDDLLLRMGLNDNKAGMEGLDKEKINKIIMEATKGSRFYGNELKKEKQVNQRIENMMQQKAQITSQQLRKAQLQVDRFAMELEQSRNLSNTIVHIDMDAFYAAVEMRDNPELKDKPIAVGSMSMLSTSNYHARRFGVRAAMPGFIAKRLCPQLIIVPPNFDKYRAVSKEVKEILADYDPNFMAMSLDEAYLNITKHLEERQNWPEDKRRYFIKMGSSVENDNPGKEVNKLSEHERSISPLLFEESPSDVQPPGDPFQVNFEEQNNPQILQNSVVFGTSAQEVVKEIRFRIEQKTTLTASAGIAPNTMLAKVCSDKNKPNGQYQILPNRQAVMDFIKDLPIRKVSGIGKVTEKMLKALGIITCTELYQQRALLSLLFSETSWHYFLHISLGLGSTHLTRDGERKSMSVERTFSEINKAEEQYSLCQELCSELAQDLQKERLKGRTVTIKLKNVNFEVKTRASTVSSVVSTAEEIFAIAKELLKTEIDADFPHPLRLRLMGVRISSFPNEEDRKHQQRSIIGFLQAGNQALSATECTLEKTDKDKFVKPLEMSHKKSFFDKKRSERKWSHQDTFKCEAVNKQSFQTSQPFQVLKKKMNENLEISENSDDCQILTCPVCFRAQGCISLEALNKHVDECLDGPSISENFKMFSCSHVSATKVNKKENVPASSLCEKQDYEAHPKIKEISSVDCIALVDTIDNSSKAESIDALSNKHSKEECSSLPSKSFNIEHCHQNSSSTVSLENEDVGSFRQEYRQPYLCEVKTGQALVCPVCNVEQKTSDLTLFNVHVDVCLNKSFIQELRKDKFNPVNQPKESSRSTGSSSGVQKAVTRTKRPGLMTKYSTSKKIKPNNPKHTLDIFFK
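Fluorescent qHTS in 1536-well format: enzyme (10 nM) and compound sat 15 min at room temperature before 50 nM substrate (final) was added. Signal taken at 0 and 10 min; no-enzyme buffer wells were negative controls.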
POLH inh: DNA polymerase eta (human) inhibition; Q9Y253; 390,000 tested, 1.2% active; Potency, µM (top dose mostly 114 µM), for inactives: at the highest dose activity change, negative = inhibition, hits mostly inhibitors; recombinant Pol eta, fluorescent DNA replication assay; note: potency is the fitted concentration of half-maximal effect; % is set by controls: 0 for no effect and ±100 for the full control effect
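Fluorescent replication assay: 50 nM final substrate added after a 15 min room-temperature compound preincubation with 10 nM enzyme. Signal taken at 0 min and again at 10 min.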
* hit, by the source's call; i = inactive; ? = inconclusive; . = no result given; & = joins results of further samples; [ ] = remark or other dose. Unless noted, calls come from the whole dose curve; as a rule, active = well fitted curve in the direction sought with a large enough effect; inconclusive = small, poorly fitted or top-dose-only effect, or another doubt; inactive = no such curve, though single readings can be large; an effect the other way counts as inactive or inconclusive. Only part of the results is shown (hit frequency here may not be typical).

The opening 2 entries (preview)
1	CCOc1ccc(S(=O)(=O)NN2Cc3ccccc3C2=N)cc1
2	Cc1c(Cl)cccc1NC(=O)NNC(=O)CCc1ccccc1

entry no.	1	2
Pol beta inh	1%	36%
APE1 inh	-2%	43%
ALOX12 inh	-2%	i
ERG-DNA inh	2%	9%
LDHA block	-18	-17
RGS4 inhibitor	11%	5%
Apoferritin bind	-5%	-14%
Pol kappa inh	-14%	-2%
POLH inh	-7%	-3%

Main list, from the first entry:
1	CCOc1ccc(S(=O)(=O)NN2Cc3ccccc3C2=N)cc1
2	Cc1c(Cl)cccc1NC(=O)NNC(=O)CCc1ccccc1
3	O=C1C(Cl)=C(NCC2CCCO2)C(=O)N1CCc1ccccc1 (centres undefined)
4	CSc1ccccc1NC(=O)C(=O)c1c[nH]c2ccccc12
5	Cn1c2c(c(=O)n(C)c1=O)CN(CCCN1CCOCC1)CN2
6	O=C(CSc1nc2scc(-c3cccs3)c2c(=O)n1CCc1ccccc1)N1CCCC1
7	NS(=O)(=O)c1cc2c(cc1Cl)NC(c1ccccc1OCC(=O)O)NS2(=O)=O (centres undefined)
8	COc1cccc(OCc2nc3ccccc3n2C)c1
9	COc1ccccc1C(=O)Nc1cc2c(cc1N1CCOCC1)n(C)c(=O)n2C
10	CC(=O)N1CC=CC1(CC(C)C)C(=O)NCCN1CCOCC1 (centres undefined)

entry no.	1	2	3	4	5	6	7	8	9	10
Pol beta inh	1%	36%	0%	-23%	4%	.	52%	20%	28%	6%
APE1 inh	-2%	43%	-1%	-8%	0%	.	-10%	.	.	5%
ALOX12 inh	-2%	i	?	7%	0%	-12%	-11%	7%	-6%	7%
ERG-DNA inh	2%	9%	-5%	13%	1%	-1%	1%	-4%	-1%	2%
LDHA block	-18	-17	-6	-7	-1	-7	-3	0	1	-4
RGS4 inhibitor	11%	5%	0%	-21%	-45%	-3%	-17%	4%	6%	-10%
Apoferritin bind	-5%	-14%	-6%	-10%	-2%	.	6%	-12%	-4%	-9%
Pol kappa inh	-14%	-2%	-15%	-4%	-3%	-5%	2%	5%	17%	4%
POLH inh	-7%	-3%	-7%	-11%	5%	-19%	-13%	.	-12%	-12%

11	N/C(=N\OC(=O)CC(c1ccccc1)c1ccccc1)c1cccnc1
12	O=C(COC(=O)CNC(=O)C12CC3CC(CC(C3)C1)C2)Nc1ccccc1
13	O=c1c2cnn(-c3ccccc3)c2nnn1Cc1ccccn1
14	COc1ccc(OC)c(/C(O)=C/C(=O)C(=O)Nc2cc(C)ccc2OC)c1
15	CCOC(=O)c1sc(NC(=O)C(OC(C)=O)c2ccccc2)nc1C (centres undefined)
16	COc1ccc(/C=N/NC(=O)c2cc(C(C)(C)C)[nH]n2)cc1COc1ccc(F)cc1F
17	O=C(c1cccc(Br)c1)N1CCN(c2cnn(-c3ccccc3)c(=O)c2Cl)CC1
18	COc1ccc(C2/C(=C(/O)c3ccccc3)C(=O)C(=O)N2CCN2CCOCC2)c(OC)c1 (centres undefined)
19	COc1cccc(C2CCCN2Cc2nc(-c3cnccn3)no2)c1 (centres undefined)
20	Cc1ccc(NC(=O)CCc2c(C)nn(-c3ccc(N4CCOCC4)nn3)c2C)cc1F

entry no.	11	12	13	14	15	16	17	18	19	20
Pol beta inh	-6%	37%	1%	1%	16%	4%	11%	6%	28%	-1%&0%
APE1 inh	-9%	15%	16%	1%	-9%	-9%	0%	4%	14%	18%
ALOX12 inh	-3%	-6%	168%[activator][57.4 µM]	-1%	?	5%	-6%	?	-13%	2%&-3%
ERG-DNA inh	6%	8%	-11%	-3%	-8%	7%	12%	-3%	2%	3%&-1%
LDHA block	3	-2	-5	8	-1	-10	2	7	-4	-2&-3
RGS4 inhibitor	-26%	-9%	23%	-17%[56.9 µM]	-10%	-5%	-18%	-1%	5%	-12%&12%
Apoferritin bind	-13%	?	1%	7%	-3%	-18%	-13%	-11%	-8%	-8%&81%
Pol kappa inh	5%	-4%	-3%	5%	-14%	-8%	4%	-4%	0%	-3%&0%
POLH inh	-6%	1%	7%	-12%	-16%	-16%	-14%	-11%	-4%	-8%&-11%

Single records, as listed above:
`O=C(c1cccc(Br)c1)N1CCN(c2cnn(-c3ccccc3)c(=O)c2Cl)CC1` in the list: Pol beta inh: 11%; APE1 inh: 0%; ALOX12 inh: -6%; ERG-DNA inh: 12%; LDHA block: 2; RGS4 inhibitor: -18%; Apoferritin bind: -13%; Pol kappa inh: 4%; POLH inh: -14%
`O=c1c2cnn(-c3ccccc3)c2nnn1Cc1ccccn1` in the list: Pol beta inh: 1%; APE1 inh: 16%; ALOX12 inh: 168%[activator][57.4 µM]; ERG-DNA inh: -11%; LDHA block: -5; RGS4 inhibitor: 23%; Apoferritin bind: 1%; Pol kappa inh: -3%; POLH inh: 7%

(list continues)
21	CC(C)OC(=O)NC(Nc1ccccc1C(=O)O)(C(F)(F)F)C(F)(F)F
22	CCN(CCCCCN(C)C)Cc1cc2ccccc2o1
23	Fc1cccc(Cl)c1Cn1nnc(-c2ccc3c(c2)OCO3)n1
24	Cc1ccc(NC(=O)N2CCC(N3CCN(Cc4ccccc4)C(=O)C3=O)CC2)cc1Cl
25	CCN1CCCC1CNC(=O)c1cc2c(-c3ccc(Cl)cc3)nn(C)c2s1 (centres undefined)
26	O=C(Oc1ccc(-c2nnco2)cc1)c1ccc(Br)o1
27	Cc1n(C)c2cc(Cl)ccc2[n+]1Cc1ccccc1
28	COc1ccc(N2C(=O)CSC23C(=O)N2c4c(cccc43)C(C)=CC2(C)C)cc1 (centres undefined)
29	O=C(c1ccccc1)N1N=C(c2ccc(F)cc2)CC1c1ccc(F)cc1 (centres undefined)
30	COc1ccc(Cc2nc3ccc(C(=O)NCc4ccccc4C)cc3o2)cc1

entry no.	21	22	23	24	25	26	27	28	29	30
Pol beta inh	16%	-1%	1%	5%	35µM*	-20%	-2%	-3%	.	2%
APE1 inh	4%	4%	-5%	.	-10%	25%	-1%	7%	.	.
ALOX12 inh	-2%	-12%	41%[activator]	-30%	.	-6%	?	19%	0%	0%
ERG-DNA inh	-2%	0%	6%	8%	5%	4%	-4%	2%	1%	-1%
LDHA block	0	-5	-4	-1	2	-3	-24	0	0	5
RGS4 inhibitor	34%	-11%	-34%	0%	8%	6%	-12%	-4%	-11%[56.9 µM]	1%
Apoferritin bind	-9%	-3%	-5%	-10%	-18%	-5%	-13%	?	.	-1%
Pol kappa inh	4%	-9%	3%	-2%[60.1 µM]	-20%	-9%	1%	2%	-15%	-5%[60.1 µM]
POLH inh	-5%	-13%	-1%	-11%	4%	8%	4%	-10%	1%	-13%

31	O=C(NCC(=O)N1CCCCC1)c1ccc(Cl)cc1Cl
32	Cc1c(NC(=O)c2cnn3c2NC(c2ccc(Br)cc2)CC3C(F)(F)F)c(=O)n(-c2ccccc2)n1C (centres undefined)
33	CCn1c(CN2CCN(C(=O)c3ccco3)CC2)nc2c1c(=O)n(C)c(=O)n2C
34	COc1ccc(Nc2nc(-c3cc4cccc(OC)c4oc3=O)cs2)cc1
35	Cc1ccc(CNC(=O)CC2Oc3ccccc3NC2=O)cc1 (centres undefined)
36	CCc1ccccc1NS(=O)(=O)c1ccc2c(c1)CCN2C(=O)C1CC1
37	COC(c1ccccc1)c1nnc(CCC(=O)N(C)CCOc2ccccc2)o1 (centres undefined)
38	CC(NC(=O)c1cccnc1)C(=O)O (centres undefined)
39	COc1cc(Cl)c(C)cc1NC(=O)CSc1nc2ccccc2o1
40	Cc1ccc(SCCC(=O)NC(C(C)C)C(C)C)cc1
41	CC(O)CC(C(=O)NNc1ccccc1)C(=O)NNc1ccccc1 (centres undefined)
42	COc1cccc(Cn2c(C)c(CNCc3cccc(C)c3)c(C(=O)O)c2C)c1
43	COc1ccccc1NS(=O)(=O)c1cc2c(cc1Cl)NC(=O)CO2

entry no.	31	32	33	34	35	36	37	38	39	40	41	42	43
Pol beta inh	18%	1%	13%	-12%	39%	0%	20%	1%	-12%	7%	10%	-2%	-24%
APE1 inh	2%	0%	-2%	-4%	.	.	-3%	-7%	-5%	-2%	?	.	.
ALOX12 inh	0%	0%	?	-20%	-23%	-18%	-1%	1%	-14%	2%	?	?	?
ERG-DNA inh	0%	7%	-1%	4%	5%	5%	4%	-21%	0%	0%	-2%	?	-1%
LDHA block	-5	-2	-4	-5	-2	-3	-7	-7	-9	0	-6	0	3
RGS4 inhibitor	37%	17%	?	-35%	-16%	-5%	5%	-1%	-4%	-3%	-42%	21%	3%
Apoferritin bind	-13%	-8%	-8%	7%	-8%	-4%	-7%	-2%	-6%	-5%	-3%	45%[activator]	-6%
Pol kappa inh	1%	-7%	2%	-4%	14%	-7%	-10%	2%	-18%	4%	-6%	-7%	-6%
POLH inh	6%	5%	-8%	-6%	0%	-19%	6%	-1%	-16%	-22%	-17%	-14%	-12%

Bioassay records from PubChem BioAssay.
